# Source: PubChem (several laboratories)
# MEP2-GFP yeast: alters MEP2-GFP fluorescence in TOR pathway yeast screen. GFP response vs DMSO, % at 10 µM. hit rate 0.51% among 330,000. S. cerevisiae MEP2-GFP strain, flow cytometry GFP, 3 h; 100% = DMSO control level;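 active = GFP response versus DMSO above a set limit, roughly screen mean plus 3 SD, cut at about 180% in these data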;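 note: median GFP fluorescence of the barcode-gated MEP2-GFP cells per well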
# LAP4-GFP MLPCN: modulators of TOR pathway LAP4-GFP in S. cerevisiae; S. cerevisiae LAP4-GFP multiplex, flow cytometry GFP, 3 h; median GFP as percent of DMSO wells; GFP response vs DMSO, % at 10 µM; hit rate 0.34% among 320,000; AID 2023;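 active = GFP response vs DMSO above a set limit, about the screen mean plus 3 SD, cut at about 150% in these data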
# proCasp7 act: counter-screen: procaspase-7 (human) activation | P55210 | hit rate 0.093% among 330,000 | activation, % at 8.5 µM | AID 463210 | recombinant procaspase-7, Ac-DEVD-pNA absorbance 405 nm; D23A/D198A/D206A triple mutant, cannot self-cleave; scale: DMSO 0, 5 µM enzyme 100;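 active = percent activation above the screen-wide mean plus 3 SD, cut at about 25% in these data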
#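 buffer or medium = Zinc-free HEPES/NaCl buffer, pH 7.4 | material = Procaspase-7 triple mutant (PC-7 D3A) | input = 2 µM procaspase-7 mutant as dispensed | signal = Epi-absorbance of released pNA at 405 nm, two timepoints | timing = 1 h preincubation, 2 h reaction | replicates = singlicate compound testing | evaluation = % activation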
# AHR act: human AHR activation | AHR-responsive luciferase reporter cells, luminescence | hit rate 2.5% among 320,000 | activation, % at 5 µM | AID 2796 | P35869; in the data active = activation above about 47%;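 note: 0% = vehicle wells and 100% = reference agonist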
# Target sequence (P35869 whole entry, looked up): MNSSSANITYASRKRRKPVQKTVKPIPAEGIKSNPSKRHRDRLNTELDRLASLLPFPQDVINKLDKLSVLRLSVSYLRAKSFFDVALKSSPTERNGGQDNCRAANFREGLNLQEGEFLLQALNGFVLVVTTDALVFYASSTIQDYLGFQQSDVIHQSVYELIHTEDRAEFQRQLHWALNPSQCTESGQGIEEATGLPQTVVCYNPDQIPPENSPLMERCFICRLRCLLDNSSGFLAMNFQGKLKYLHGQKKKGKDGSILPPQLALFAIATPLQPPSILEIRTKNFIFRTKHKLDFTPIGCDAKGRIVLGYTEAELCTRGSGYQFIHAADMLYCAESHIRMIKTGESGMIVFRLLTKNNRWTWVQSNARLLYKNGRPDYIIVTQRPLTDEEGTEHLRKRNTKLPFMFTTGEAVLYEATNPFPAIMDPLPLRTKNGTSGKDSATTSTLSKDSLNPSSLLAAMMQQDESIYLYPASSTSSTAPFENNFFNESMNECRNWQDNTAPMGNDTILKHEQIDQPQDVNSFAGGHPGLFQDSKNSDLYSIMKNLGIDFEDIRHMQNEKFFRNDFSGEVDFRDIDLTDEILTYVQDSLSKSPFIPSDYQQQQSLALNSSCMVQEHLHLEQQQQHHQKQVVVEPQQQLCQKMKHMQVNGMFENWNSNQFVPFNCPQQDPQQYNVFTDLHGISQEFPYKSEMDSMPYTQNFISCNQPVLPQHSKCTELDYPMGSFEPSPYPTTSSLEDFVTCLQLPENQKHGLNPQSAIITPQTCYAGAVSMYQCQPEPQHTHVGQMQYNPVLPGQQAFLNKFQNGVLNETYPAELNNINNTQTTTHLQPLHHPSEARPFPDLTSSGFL
# CR mimetic SO: lowers age-related superoxide in aged yeast cells; superoxide response (% of plate mean), % at 10 µM; S. cerevisiae aged cells, superoxide DHE fluorescence; hits give low values; hit rate 0.18% among 330,000; AID 2690;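 active = superoxide response under a set limit, about three screen SD below normal, cut at about 65% in these data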;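 note: yeast aged for seven days with compound at 30 °C before DHE staining; 100% = average MFI of all compound-treated wells on the plate with controls excluded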
# RPL19A TOR yeast: modulators of TOR pathway RPL19A-GFP in S. cerevisiae | S. cerevisiae RPL19A-GFP strain, flow cytometry, 3 h; hits give low values | hit rate 0.3% among 330,000 | percent response vs DMSO, % at 10 µM | AID 2025;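 active = percent response vs DMSO below 50%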;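 note: median channel GFP fluorescence of the barcoded RPL19A-GFP strain; ratio of sample median GFP to plate DMSO average so 100% = DMSO; lower means less RPL19A-GFP as with rapamycin TOR inhibition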
# proCasp3 act: activators of human procaspase-3; recombinant procaspase-3 D3A, Ac-DEVD-pNA absorbance 405 nm; P42574; activation, % at 8.5 µM; hit rate 0.11% among 330,000;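 active = activation above the mean of all tested compounds plus 3 SD, cut at about 21% in these data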;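 note: 0% = DMSO alone and 100% = DMSO wells spiked with extra 5 µM PC-3 D3A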
#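 Compound: 8.5 µM single point, 0.8% DMSO / Material: Autoprocessing-dead procaspase-3 D3A mutant enzyme / Timing: 1 h preincubation plus 2 h reaction at 25 °C / Medium: Zinc-free HEPES/NaCl buffer with 0.01% Triton X-100 at pH 7.4 / Technique: 405 nm absorbance of p-nitroaniline, reads at 0 and 120 min / Repeats: one well per compound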
# GASC-1 inh: inhibitors of human GASC-1 (JMJD2C) demethylase; Q9H3R0; GST-JMJD2C(1-420) H3K9me3 demethylation, DELFIA europium; inhibition, % at 2.35 µM; hit rate 0.069% among 330,000; AID 2099;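 active = more than half of a compound's replicate wells show inhibition beyond 50%, single wells judged on their own value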;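 note: signal counts dimethyl H3K9 product captured on neutravidin plate; 0% = median of DMSO wells and 100% = 0.3 times that DMSO median; strong numbers were not always called active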
# Numbers without * were called inactive; / = not tested or not shown; [ ] = dose if it differs, or a comment. Compounds as they come; overall some 3.8% were active at least once.
SMILES,MEP2-GFP yeast,LAP4-GFP MLPCN,proCasp7 act,AHR act,CR mimetic SO,RPL19A TOR yeast,proCasp3 act,GASC-1 inh
CC(C)(C)C(=O)Nc1nnc(SCC(=O)Nc2ccc3c(c2)OCO3)s1,98,99,7,4,98,101,9,-4
Cn1c(-c2cnn(-c3ccccc3)c2-n2cccc2)n[nH]c1=S,95,119,0,2,87,96,-5,38
O=C1CCCN1CCCNC(=S)Nc1ccc(Nc2ccccc2)cc1,109,102,4,0,92,105,5,-6
COCCn1c(=S)[nH]c2ccc(N(C)C)cc2c1=O,123[may fluoresce violet],101[may fluoresce violet],-8,39,111,77[may fluoresce violet],-1,8
Cc1ccccc1-n1c(C)nnc1SCC(=O)NNC(=O)c1ccccc1,93,96,-3,0,118,106,-1,-3
C=CCn1c(SCc2nc3ccccc3[nH]2)nnc1-c1ccncc1,99,104,5,12,72,101,-6,11
COc1cccc(/C=C/C(=O)Nc2ccc3nc4n(c(=O)c3c2)CCCC4)c1OC,96,100,11,1,92,98,-4,48
O=C(CC(C(=O)O)c1ccccc1)Nc1ccccc1 (stereo not drawn),93,80,-9,4,102,101,-1,-9
COc1ccccc1N1CCN(S(=O)(=O)c2ccc(NC(C)=O)cc2)CC1,111,111,2,1,94,104,-2,2
Nc1cc(Cl)ccc1C(=O)OCC(=O)NC(=O)NCc1ccccc1,107,107,0,8,110,106,-7,-6
Cc1c(Br)c(O)c(Br)c(O)c1/C=N/n1c(-c2ccccc2)n[nH]c1=S,95,/,-23,4,106,87,-10,3
C=CCOC(=O)c1ccccc1C(=O)OCC=C,106,111,9,2,92,107,6,/
N#CCCn1ncc2ccccc21,102,93,-4,-4,117,97,-4,6
CCC(C)[C@@H](C(=O)N1CCNCC1)n1cc(CCCCN)nn1 (stereo partly drawn),106,95,10,2,101,99,5,4
O=C(NCCc1c[nH]c2ccccc12)c1ccc2nc[nH]c2c1,100,106,-7,10,109,102,2,-49

# Among those listed so far, these have a halogen:
SMILES,MEP2-GFP yeast,LAP4-GFP MLPCN,proCasp7 act,AHR act,CR mimetic SO,RPL19A TOR yeast,proCasp3 act,GASC-1 inh
Nc1cc(Cl)ccc1C(=O)OCC(=O)NC(=O)NCc1ccccc1,107,107,0,8,110,106,-7,-6
Cc1c(Br)c(O)c(Br)c(O)c1/C=N/n1c(-c2ccccc2)n[nH]c1=S,95,/,-23,4,106,87,-10,3

# Further records:
SMILES,MEP2-GFP yeast,LAP4-GFP MLPCN,proCasp7 act,AHR act,CR mimetic SO,RPL19A TOR yeast,proCasp3 act,GASC-1 inh
Cc1c(NC(=O)C(C)OC(=O)/C=C/c2ccco2)c(=O)n(-c2ccccc2)n1C (stereo not drawn),107,114,6,1,95,113,-2,-2
O=C(Oc1cc(=O)oc2ccccc12)c1ccccc1,102,109,-6,-1,96,102,3,4
Cc1cccc(NC(=S)N(CCN2CCOCC2)Cc2cc3cc4c(cc3[nH]c2=O)OCO4)c1,97,99,7,13,102,97,11,43
O=C(CCCc1nc(-c2ccc(Cl)cc2)no1)NC1CCCC1,96,107,-6,-13,103,105,-7,11
CC(=O)Nc1c(C(=O)c2ccccc2)oc2ccccc12,108,109,3,109*,107,98,5,2
COc1ccccc1NC(=S)N(Cc1ccco1)Cc1cc2cc(C)cc(C)c2[nH]c1=O,102,94,10,72*,117,101,-6,-1
O=c1[nH]c(-c2ccccc2)c(-c2ccccc2)[nH]1,85,87,2,-3,92,87,8,12
COc1ccccc1N/C(=N/S(=O)(=O)c1ccc(Cl)cc1)c1ccccc1,94,97,3,-2,103,92,-2,-7
CCc1ccccc1N(CC)C(=O)CCc1nc(-c2ccc(C)cc2)no1,93,99,-6,2,100,97,-3,19
CCCc1cc(=O)oc2cc(OCC(=O)NC3CCN(Cc4ccccc4)CC3)ccc12,108,108,0,3,114,98,5,11
COc1cccc(/C=N/n2nnnc2N)c1,98,109,10,12,96,96,0,-24
CCC(C)c1ccc(O)c(N)c1 (stereo not drawn),95,91,11,7,92,91,-4,-2
O=C(Nc1ccccc1C(F)(F)F)NC1CCCCC1,99,111,6,3,88,102,3,8
O=S1(=O)C[C@@H](O)[C@@H](Nc2ccc(Cl)cc2)C1,97,94,1,-1,104,94,16,5
O=C(Cc1ccccn1)Nc1ccccc1,101,102,16,1,93,96,5,-5

# Gathered by group: the compounds so far containing a furan ring, fused or not
SMILES,MEP2-GFP yeast,LAP4-GFP MLPCN,proCasp7 act,AHR act,CR mimetic SO,RPL19A TOR yeast,proCasp3 act,GASC-1 inh
Cc1c(NC(=O)C(C)OC(=O)/C=C/c2ccco2)c(=O)n(-c2ccccc2)n1C (stereo not drawn),107,114,6,1,95,113,-2,-2
CC(=O)Nc1c(C(=O)c2ccccc2)oc2ccccc12,108,109,3,109*,107,98,5,2
COc1ccccc1NC(=S)N(Cc1ccco1)Cc1cc2cc(C)cc(C)c2[nH]c1=O,102,94,10,72*,117,101,-6,-1

# Gathered by group: the entries above containing a Cl atom.
SMILES,MEP2-GFP yeast,LAP4-GFP MLPCN,proCasp7 act,AHR act,CR mimetic SO,RPL19A TOR yeast,proCasp3 act,GASC-1 inh
Nc1cc(Cl)ccc1C(=O)OCC(=O)NC(=O)NCc1ccccc1,107,107,0,8,110,106,-7,-6
O=C(CCCc1nc(-c2ccc(Cl)cc2)no1)NC1CCCC1,96,107,-6,-13,103,105,-7,11
COc1ccccc1N/C(=N/S(=O)(=O)c1ccc(Cl)cc1)c1ccccc1,94,97,3,-2,103,92,-2,-7
O=S1(=O)C[C@@H](O)[C@@H](Nc2ccc(Cl)cc2)C1,97,94,1,-1,104,94,16,5

# Continued:
SMILES,MEP2-GFP yeast,LAP4-GFP MLPCN,proCasp7 act,AHR act,CR mimetic SO,RPL19A TOR yeast,proCasp3 act,GASC-1 inh
CCOC(=O)C1C2C=CC3(CN(CCc4ccccc4)C(=O)C13)O2 (stereo not drawn),108,117,5,-3,107,111,12,-1
COC(=O)C(C)Sc1nnc(SC(C)C(=O)OC)s1 (stereo not drawn),96,99,-3,4,106,91,-9,4
CCCCN(C)C(=O)c1oc2ccc(S(=O)(=O)N3CCCCCC3)cc2c1C,100,102,6,-2,83,100,-1,-3
O=C(C1CCCN(S(=O)(=O)c2ccccc2[N+](=O)[O-])C1)N1CCCC1 (stereo not drawn),103,95,5,-2,94,103,2,-2
CCC(C)NC(=O)CSc1ncnc2sccc12 (stereo not drawn),100,106,7,-3,108,100,-3,13
CCN(CC)S(=O)(=O)c1ccc(NC(=O)COC(=O)CCc2cc(OC)c(OC)c(OC)c2)cc1,100,87,15,2,82,98,-1,5
CS(=O)(=O)c1ccccc1C(=O)NC1CCCc2ccccc21 (stereo not drawn),76,102,-3,0,97,91,10,10
CN1CCN(S(=O)(=O)c2ccc(NC(=O)c3ccc(F)cc3)cc2)CC1,92,97,0,0,107,88,2,-1
Cc1cc(O)c(-c2cc(C(=O)Nc3cccnc3)[nH]n2)cc1C,101,104,4,7,93,99,6,-2
CCOc1ccc(NC(=O)C(CC(=O)O)Cc2ccc(C)cc2)cc1 (stereo not drawn),104,96,/,/,102,107,/,9
Cc1ccccc1N1CCN(C2CCCN(C(=O)c3ccccn3)C2)CC1 (stereo not drawn),102,110,0,-1,104,102,1,4
C=CCNc1cccc(Br)c1,/,/,6,4,/,/,9,0
CC(=O)Nc1ccc(NS(=O)(=O)c2ccc(-c3cnc(C4CC4)o3)cc2)cc1,100,93,-2,4,102,101,-4,38
CC1Oc2ccccc2N(CC(=O)NCc2ccccc2)C1=O (stereo not drawn),113,103,10,7,110,107,8,5
COC(=O)c1cc2n(n1)CCN(Cc1ccc(OC)cc1)C2=O,102,93,-4,0,105,97,-4,-1
Cc1cc(OCC(=O)NNC(=O)c2cccc(F)c2)ccc1Cl,92,86,-3,2,93,90,-2,/
COc1ccc(C(=O)N2CCN(c3ccccn3)CC2)cc1[N+](=O)[O-],118,105,4,0,83,105,2,13
O=C(NCCS(=O)(=O)c1ccc(Br)cc1)c1ccc(F)cc1,114[may fluoresce green],106[may fluoresce green],3,-1,110,95[may fluoresce green],2,-2
O=C(NCC(=O)N1CCN(c2ccccc2)CC1)c1ccc(Cl)cc1,101,92,-2,5,111,102,0,-3
N#Cc1c(C(F)(F)F)cc(-c2cccc(Cl)c2)[nH]c1=O,97,92,11,-3,97,96,3,-3
CN1CCN(C(=O)/C(=C\c2cccs2)NC(=O)c2ccccc2)CC1,100,96,4,2,98,103,-1,7
CCOC(=O)Cc1c(C)nc2c(-c3ccc(Cl)cc3)c(C)nn2c1C,106,110,1,10,100,109,3,-14
COc1ccccc1N1CCN(C(=O)c2ccc(Br)s2)CC1,100,118,1,-2,98,97,4,2
O=C(COc1cccc(-n2cnnn2)c1)NCCC1=CCCCC1,105,94,5,3,94,98,-2,3
CCOC(=O)c1nnn(-c2nonc2N)c1C,106,92,5,0,83,97,-5,24
CC1(C)N=C(SCC(=O)Nc2ccccc2)C(c2ccc(Cl)cc2)=N1,100,106,-9,-2,75,98,-5,-4
COc1ccc2sc(C)[n+](C)c2c1,99,101,-21,0,108,102,-25,-6
CC(C)(CNC(=O)C1CCCN1C(=O)c1cccs1)N1CCOCC1 (stereo not drawn),97,107,12,-1,107,97,-1,-1
O=C(O)C(Cc1ccccc1)N1C(=O)c2cccc3cccc(c23)C1=O (stereo not drawn),98,99,5,12,99,98,0,-7
O=C(Nc1ccccc1C(=O)Nc1ccccc1C(=O)NCc1ccco1)c1ccco1,106,98,2,5,110,98,-2,-5

# A run of entries taken from the entries so far, as a working copy:
SMILES,MEP2-GFP yeast,LAP4-GFP MLPCN,proCasp7 act,AHR act,CR mimetic SO,RPL19A TOR yeast,proCasp3 act,GASC-1 inh
O=C(O)C(Cc1ccccc1)N1C(=O)c2cccc3cccc(c23)C1=O (stereo not drawn),98,99,5,12,99,98,0,-7
O=C(Nc1ccccc1C(=O)Nc1ccccc1C(=O)NCc1ccco1)c1ccco1,106,98,2,5,110,98,-2,-5

# (cont.)
SMILES,MEP2-GFP yeast,LAP4-GFP MLPCN,proCasp7 act,AHR act,CR mimetic SO,RPL19A TOR yeast,proCasp3 act,GASC-1 inh
O=C1Nc2ccc(Br)cc2C12NNc1ccccc1O2 (stereo not drawn),118,105,-7,60*,119,98,-10,10
Cc1ccc(/C=C/C(=O)Nc2nnc(SCc3ccc(C#N)cc3)s2)o1,100,93,-10,3,92,106,-9,0
O=C(O)c1cc(Cl)c2ccccc2c1O,113,89,3,31,121,99,-6,1
C=CCn1c(C)cc(C(=O)CSc2ccc(NC(C)=O)cc2)c1C,106,90,-4,-7,99,101,-9,21
